Screening data as filed in PubChem.
DDE Tn7 FP inh – inhibitors of Tn7 peptide binding to human fibrin DD(E); inhibition, % at 8.3 µM; 370,000 tested, 0.13% active; FP displacement of FITC-Tn7 peptide from fibrin DD(E); 0% = median of compound wells per plate;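 active = inhibition above the mean of compounds falling within the control limits plus 3 SD of them, cut at about 14% in these data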;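 also: 0% = plate median of compound wells and 100% = 10 µM Aha-Tn7 peptide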
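Assay system: human fibrin DD(E). Input: DD(E) 2 µM final. Medium: Tris buffer with calcium and detergent, pH 7.8. Compound dosing: single point at 8.3 µM. Timing: 10 min plus 3 h, room temperature. Technique: fluorescence polarization of the labelled Tn7 tracer. Read-out: percent inhibition. Replicates: singlicate testing.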
PLCg1 inh – blocks human PLC-gamma1 enzyme activity; P19174; purified PLC-gamma1, fluorogenic substrate, fluorescence; AID 720700; inhibition, % at 12.2 µM; 370,000 tested, 0.84% active; in the data active = inhibition above about 9.5%
UHRF1 MBD2 ctr – UHRF1 methyl-DNA binding inhibition; AID 687016; Q96T88; inhibition, % at 4.4 µM; 370,000 tested, 0.75% active; UHRF1 binding to methylated oligo, TR-FRET; in the data active = inhibition above about 21%;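 also: UHRF1 SRA domain binding a hemimethylated CpG hairpin DNA probe; 0% = median of test compound wells and 100% = reference inhibitor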
HGIII-sPLA2 inh – Blocks human group III sPLA2 activity. inhibition, % at 12.2 µM. QFRET BODIPY PC-A2 liposome hydrolysis, fluorescence. AID 743126. Q9NZ20. 370,000 tested, 0.56% active;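 active = inhibition above mean plus 3 SD of compounds lying within the high and low control bounds, cut at about 19% in these data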;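 also: 0% = median of test compound wells and 100% = no enzyme DMSO wells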
Rev-erbA mod – Rev-erb alpha (human) modulation; 370,000 tested, 0.79% active; activity, % at 10 µM; Rev-erbα–FITC-DNA binding, fluorescence polarization, 90 min; P20393;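 active = activity above about 14%, limit read from the data; passing the limit was not always enough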;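 also: 0% = DMSO wells with 35 nM protein and 100% = DMSO wells with 750 nM protein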
PLC-beta3 inh – blocks human PLC-beta3 enzyme activity; inhibition, % at 12.2 µM; Q01970; 370,000 tested, 0.18% active; Purified PLC-beta3, fluorogenic substrate, fluorescence; in the data active = inhibition above about 11%;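 also: 0% = median of compound wells on plate and 100% = full blocker control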
Target sequence (Q01970 whole entry, looked up): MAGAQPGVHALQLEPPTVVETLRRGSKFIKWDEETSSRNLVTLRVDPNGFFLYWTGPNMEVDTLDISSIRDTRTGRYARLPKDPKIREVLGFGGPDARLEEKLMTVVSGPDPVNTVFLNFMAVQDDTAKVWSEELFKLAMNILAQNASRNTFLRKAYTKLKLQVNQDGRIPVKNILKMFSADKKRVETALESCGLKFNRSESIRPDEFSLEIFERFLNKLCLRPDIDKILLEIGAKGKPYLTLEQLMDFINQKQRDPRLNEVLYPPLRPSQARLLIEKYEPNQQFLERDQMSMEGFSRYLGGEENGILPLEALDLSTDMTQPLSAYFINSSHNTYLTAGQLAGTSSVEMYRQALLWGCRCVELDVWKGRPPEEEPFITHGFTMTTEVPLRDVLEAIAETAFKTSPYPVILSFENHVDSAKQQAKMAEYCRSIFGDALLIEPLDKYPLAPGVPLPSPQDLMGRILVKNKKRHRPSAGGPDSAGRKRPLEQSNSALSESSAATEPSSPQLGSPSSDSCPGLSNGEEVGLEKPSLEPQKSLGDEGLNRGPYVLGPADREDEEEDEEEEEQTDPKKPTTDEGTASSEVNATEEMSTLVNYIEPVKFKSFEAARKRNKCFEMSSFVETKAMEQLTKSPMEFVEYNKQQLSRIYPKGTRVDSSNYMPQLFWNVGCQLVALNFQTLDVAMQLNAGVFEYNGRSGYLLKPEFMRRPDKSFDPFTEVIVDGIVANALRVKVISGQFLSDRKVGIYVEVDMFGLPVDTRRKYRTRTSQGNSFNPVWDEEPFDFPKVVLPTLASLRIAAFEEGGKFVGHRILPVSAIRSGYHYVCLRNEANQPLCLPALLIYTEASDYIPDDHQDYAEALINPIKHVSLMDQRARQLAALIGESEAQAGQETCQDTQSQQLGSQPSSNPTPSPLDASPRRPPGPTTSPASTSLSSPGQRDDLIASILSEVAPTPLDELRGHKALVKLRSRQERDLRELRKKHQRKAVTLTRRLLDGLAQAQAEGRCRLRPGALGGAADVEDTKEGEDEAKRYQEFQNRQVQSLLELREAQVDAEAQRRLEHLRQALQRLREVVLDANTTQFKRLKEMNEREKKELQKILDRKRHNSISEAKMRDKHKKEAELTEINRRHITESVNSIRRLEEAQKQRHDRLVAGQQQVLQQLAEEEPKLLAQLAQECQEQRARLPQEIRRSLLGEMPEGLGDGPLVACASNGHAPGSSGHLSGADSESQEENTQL
proKLK7 act – activators of human kallikrein-7 zymogen | P49862 | purified proKLK7, EDANS-DABCYL substrate fluorescence; 100% is mature enzyme control, 0% vehicle | activation, % at 7 µM | 370,000 tested, 0.9% active | AID 652039;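 active = activation above the mean of all tested compounds plus 3 SD, computed per campaign excluding outliers beyond control limits, cut at about 13% in these data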
ASAP1 inh – blocks human ASAP1-stimulated Arf1 GTP hydrolysis; Q9ULH1; 360,000 tested, 0.19% active; GDP FP detection; inhibition, % at 16.5 µM; AID 624377; in the data active = inhibition above about 25%;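 also: 0% = vehicle with enzyme and substrate and 100% = no enzyme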
ARFGAP1 inhibitor – rat ARFGAP1 inhibition | Q62848 | Arfgap1-stimulated ARF1 GTP hydrolysis, GDP FP detection | inhibition, % at 16.5 µM | 360,000 tested, 0.26% active;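 active = inhibition above a per-plate limit, mean inhibition of low control wells plus 3 SD, cut at about 25% in these data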;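 also: 0% = DMSO wells with enzyme and 100% = wells lacking Arfgap1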
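System: truncated rat Arfgap1 GAP domain / Benchmarks: high control wells lacking Arfgap1, low control full reaction with DMSO / Times: compound-enzyme preincubation 20 min, reaction 120 min, detection 60 min, 25 °C / Repeats: one replicate per compound / Also added: human ARF1(Δ1-17)-GTP substrate / Measured by: Tracer-displacement fluorescence polarization with EDTA stop, 620/688 nm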
Tn6 DDE FP – DD(E)-Tn6 binding inhibition, primary FP screen; Fibrin DD(E) TRITC-Tn6 fluorescence polarization displacement; inhibition, % at 8.3 µM; 370,000 tested, 0.21% active;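 active = inhibition above a per-campaign cutoff: mean of compounds within control limits plus 3 SD, cut at about 15% in these data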;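 also: 0% = median of all compound wells on the plate and 100% = blocking peptide control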
Numbers without * were called inactive; i = inactive; . = no result given.

SMILES	DDE Tn7 FP inh	PLCg1 inh	UHRF1 MBD2 ctr	HGIII-sPLA2 inh	Rev-erbA mod	PLC-beta3 inh	proKLK7 act	ASAP1 inh	ARFGAP1 inhibitor	Tn6 DDE FP
COc1ccc(F)cc1C(=O)C1CCCN(C(=O)c2ccccc2N(C)C)C1 (centres undefined)	1	0	-1	1	-1	-4	0.6	15	8	4
CCN(CC)C(=O)c1c(Cl)nc(C)c([N+](=O)[O-])c1C	-2	-2	1	8	3	3	0.2	-6	-2	-1
O=C1ON=C(c2ccccc2)/C1=C/c1ccco1	5	-11	1	-8	1	-24	0.7	0	-2	-9
CCCc1cc(=O)[nH]c(SCC(=O)N2CCN(S(=O)(=O)c3ccc4ccccc4c3)CC2)n1	5	-1	3	11	7	0	0.3	7	25*	-6
CCOC(=O)COc1ccc(Br)cc1C1NC(=O)NC(C)=C1C(=O)NCc1ccccc1 (centres undefined)	-2	1	14	-3	4	-5	0.5	0	-4	8
Cc1ccc(N(CC(=O)NC2CCCCC2)C(=O)CCCC(=O)Nc2ccccn2)c(C)c1	-9	0	1	3	5	-7	0.3	-3	-1	1
Cc1noc(C)c1COC(=O)c1ccc(S(=O)(=O)N2CCCCC2)cc1	3	5	2	0	0	2	0.6	-9	3	-14
COC(=O)c1nc(C(=O)OC)c(C(=O)OC)nc1C(=O)OC	-4	3	2	3	-4	1	0.0	5	6	9
Cc1ccc(C)c(NC(=S)NCCc2c[nH]c3ccccc23)c1	0	2	2	7	0	-5	-0.1	-5	-3	-2
CC(=O)c1ccccc1NC(=O)CN1C(=O)NC2(CCCCCCC2)C1=O	-2	-8	0	-5	-2	-12	-0.1	0	2	-5
CCOC(=O)COc1nc2ccc(Br)cc2c(-c2ccccc2)c1C(C)=O	-9	9.8*	16	0	-3	-3	-0.1	-2	2	-7
Cc1ccccc1OCCn1c(=O)oc2ccccc21	0	1	-1	-12	8	-3	-0.3	-6	-8	0
CC1=NN(c2ccc(Br)cc2)C(=O)/C1=C/c1ccc(-c2ccccc2C(=O)O)o1	-8	-1	-7	-3	4	-7	0.1	-17	9	-10
COc1ccc2c(C)cc(SCC(=O)N(C)C3CCS(=O)(=O)C3)nc2c1 (centres undefined)	-4	-10	0	1	2	-17	-0.7	2	5	4
Cc1ccc2nc3n(c(=O)c2c1)-c1ncccc1C(=O)NC3Cc1ccccc1 (centres undefined)	0	0	-1	1	6	4	-0.5	4	1	7
COc1ccc(OCCN2CCC(C(=O)NC(c3ccc(F)cc3)c3ncccc3C)CC2)cc1 (centres undefined)	-4	2	0	-6	-6	7	0.1	4	9	3
O=C(CSc1ncnc2nc[nH]c12)N1CCN(c2ccc(Cl)cc2)CC1	4	0	3	-21	-2	-2	-0.5	-3	2	6
CCOc1ccc(-n2c(SCC(=O)Nc3ccc4cn[nH]c4c3)nnc2-c2ccc(C(C)(C)C)cc2)cc1	1	0	0	-2	1	1	0.1	.	.	0
O=C(N/N=C\c1ccc(-c2ccccc2[N+](=O)[O-])o1)C1COc2ccccc2O1 (centres undefined)	8	-3	-4	-6	4	-8	0.3	-10	13	0
Nc1cc(N)nc(SCC(=O)NCCC2=CCCCC2)n1	-7	2	-2	0	3	-2	0.6	10	8	1
CCCCN(C(=O)Cn1nnc2ccccc21)C(C(=O)NCCOC)c1ccccc1 (centres undefined)	-1	3	0	2	1	5	0.0	-9	-6	-7
COc1cc(-c2nnc(SCC(=O)OC3CCCCC3)o2)cc(OC)c1OC	-5	8	-2	-7	0	4	0.1	-1	-12	6
COc1cc(/C=N/Nc2ccc3ccccc3c2)ccc1OC(=O)c1ccco1	-1	-10	3	6	-3	-16	-1.4	4	16	-3
O=C(c1ccc2c(c1)C(=O)N(Cc1ccco1)C2O)N1CCOCC1 (centres undefined)	-10	-3	2	3	-2	1	0.0	9	3	-1
O=C1OCc2cc(NC(=O)C3COc4ccccc4O3)ccc21 (centres undefined)	-6	2	0	-2	7	6	-0.3	1	17	-6
O=C(Nc1nc2ccccc2[nH]1)c1ccc(OC(F)F)cc1	1	-4	0	15	-4	-14	0.1	-1	3	-5
CCOC(=O)CNC(=O)CNC(=O)c1nn(-c2ccc(OC)c(Cl)c2)c(=O)c2ccccc12	1	-46	-2	-3	-1	-53	1.0	6	5	2
Cc1cccc2nc(CSc3nc4[nH]ncc4c(=O)n3-c3cccc(Cl)c3)cc(=O)n12	3	-3	-1	4	9	-4	0.6	2	0	-3
Cc1ccccc1N1C(=O)C(Cl)=C(N2CCOCC2)C1=O	-2	-3	0	1	3	-7	0.3	-3	2	3
COc1ccc(OCC(=O)NCCc2ccc(S(N)(=O)=O)cc2)cc1	-1	7	-2	0	-1	2	0.2	-4	-3	-3
COc1ccccc1C(=O)Nc1cccc(C(=O)N2CCOCC2)c1	2	13*	5	15	1	-4	0.2	11	-4	-9
C=CCn1c(=O)c(C(=O)Nc2ccccc2S(N)(=O)=O)c(O)c2ccccc21	0	-14	5	-4	-12	-35	-1.0	2	18	3
Cc1cc([N+](=O)[O-])nn1CC(=O)Nc1nc2ccccc2s1	-3	5	3	-7	-1	-3	0.1	-12	4	3
CCn1cc(CNC(=O)CSc2nc(-c3ccc(OC)c(OC)c3)cc(C(F)(F)F)n2)c(C)n1	-2	i	-1	-6	-2	i	21*	6	1	9
CCOC(=O)c1ccc(NC(=O)C2C3CCC(C3)C2C(=O)O)cc1 (centres undefined)	0	3	4	11	-3	2	0.4	-9	-4	-1
CCCCNC(=O)C1=C(N)C(C(=O)Nc2ccc(C)c(S(=O)(=O)N3CCCCC3)c2)SC1=Nc1ccc(C)cc1C (centres undefined)	1	6	-1	-38	8	5	-0.6	4	10	-4
Cc1onc(-c2c(F)cccc2Cl)c1C(=O)NCCO	4	4	0	3	0	-6	-0.1	-10	-2	2
COc1cccc(-c2nc(CS(=O)CC(=O)NC(C)CCc3ccccc3)c(C)o2)c1 (centres undefined)	9	0	0	-9	-3	-11	0.1	-3	3	0
Cc1cc(O)c(/C=N/Nc2ccc(F)cc2)c(=O)o1	2	-6	-1	2	3	-6	0.5	-12	7	-1
CCn1c(SCC(=O)N/N=C/c2cccs2)nc2ccccc21	4	1	-3	-6	2	-3	-0.2	3	-9	5

An excerpt from above in order of the PLC-beta3 inh value, smallest number first.
SMILES	DDE Tn7 FP inh	PLCg1 inh	UHRF1 MBD2 ctr	HGIII-sPLA2 inh	Rev-erbA mod	PLC-beta3 inh	proKLK7 act	ASAP1 inh	ARFGAP1 inhibitor	Tn6 DDE FP
COc1cccc(-c2nc(CS(=O)CC(=O)NC(C)CCc3ccccc3)c(C)o2)c1 (centres undefined)	9	0	0	-9	-3	-11	0.1	-3	3	0
Cc1cc(O)c(/C=N/Nc2ccc(F)cc2)c(=O)o1	2	-6	-1	2	3	-6	0.5	-12	7	-1
COc1ccccc1C(=O)Nc1cccc(C(=O)N2CCOCC2)c1	2	13*	5	15	1	-4	0.2	11	-4	-9
CCn1c(SCC(=O)N/N=C/c2cccs2)nc2ccccc21	4	1	-3	-6	2	-3	-0.2	3	-9	5
CCOC(=O)c1ccc(NC(=O)C2C3CCC(C3)C2C(=O)O)cc1 (centres undefined)	0	3	4	11	-3	2	0.4	-9	-4	-1
CCCCNC(=O)C1=C(N)C(C(=O)Nc2ccc(C)c(S(=O)(=O)N3CCCCC3)c2)SC1=Nc1ccc(C)cc1C (centres undefined)	1	6	-1	-38	8	5	-0.6	4	10	-4

(further entries)
SMILES	DDE Tn7 FP inh	PLCg1 inh	UHRF1 MBD2 ctr	HGIII-sPLA2 inh	Rev-erbA mod	PLC-beta3 inh	proKLK7 act	ASAP1 inh	ARFGAP1 inhibitor	Tn6 DDE FP
Cc1ccc(/C=C/S(=O)(=O)NCC(=O)OCC(=O)N2CC(=O)Nc3ccccc32)cc1	6	0	3	-5	2	-7	0.1	-2	13	4
Cn1c(=O)[nH]c(=O)c2c1nc(Br)n2Cc1ccc(Cl)cc1	7	1	4	5	-3	3	0.8	-8	-18	1
CCC(=O)c1c[nH]c(C(=O)NCCc2ccccn2)c1	-6	9	-2	1	4	2	-0.3	-7	3	-2
CCOC(=O)C1(CCOc2ccccc2)CCN(Cc2cnc(C)[nH]2)CC1	-1	-3	-3	-7	-6	-2	0.2	0	-16	-4
COc1cccc(-n2ccnc2SCC(=O)Nc2cc(OC)ccc2OC)c1	9	0	0	-8	2	3	0.0	11	-2	7
COC(=O)c1c(C)noc1-c1ccc(Cl)cc1	-3	3	8	-1	-1	-4	0.0	3	4	5
Cc1ccc(-n2c(SCC(=O)Nc3ccc(S(=O)(=O)Nc4nccs4)cc3)nnc2-c2ccncc2)cc1	4	-4	-1	-40	-8	-3	0.1	.	.	0
Cc1cc(OCC(=O)Nc2ccccc2N2CCCCC2)ccc1C(C)C	3	-1	-3	-5	1	-4	0.5	-2	12	-4
Cc1noc(C)c1-c1ccc(C(=O)Nc2cccc(NS(C)(=O)=O)c2)c2occc12	2	3	-1	-14	-4	-6	1.0	-13	1	-9
CCOC(=O)c1c(C)n(C)c2ccc(OCC(O)CN(CC)CC)cc12 (centres undefined)	4	2	6	-8	1	-1	-0.5	15	-1	-2
S=C1NCCc2ccccc2C1c1ccccc1 (centres undefined)	1	1	0	8	2	0	0.3	7	-3	1
CCSc1cc(N2CCCC2)nc(-c2ccc(C)cc2)n1	4	4	-1	-8	5	5	-0.4	4	-6	-2
COc1cc2c(CCNC(C)=O)c[nH]c2cc1O	-3	-33	-5	-5	-1	-44	-5.4	1	-8	0
COc1ccc(C(=O)N2CCN(Cc3ccc4c(c3)OCO4)CC2)cc1OC	5	-3	0	-2	3	-7	-0.2	7	4	3
O=C(c1ccc(Cl)c(Cl)c1)N1CCC(=O)N(C(COCc2cccc(C(F)(F)F)c2)Cc2ccccc2)CC1 (centres undefined)	3	-3	0	-15	2	-2	0.4	10	3	1
COc1ccc(NC(=O)CCS(=O)(=O)c2cccc3nonc23)cc1	1	-2	0	1	3	-6	-0.1	9	-1	7
CC(=O)Nc1cc(C(=O)N2CCc3ccccc3C2)ccc1Sc1ccc(Cl)cc1	2	-2	-1	-10	-2	-1	0.8	13	0	0
CCCCCn1c(CNC(=O)CC)nc2ccccc21	0	-2	-3	6	-2	1	-0.4	4	2	-1
COc1cc2c(cc1OC)CN(S(C)(=O)=O)CC2	5	-1	3	14	2	-5	0.6	9	12	-2
COc1ccc(N2C(=O)C3C4C=CC(C4)C3C2=O)nn1 (centres undefined)	-6	0	1	2	-1	1	-0.5	7	2	-2
COc1ccc(C2Nc3ccccc3C(=O)N2NS(=O)(=O)c2ccc(C)cc2)cc1 (centres undefined)	5	-166	-1	0	0	-185	16*	0	0	5
CN1C(=O)Cc2cc(S(=O)(=O)N3CCOCC3)ccc21	-9	1	-3	-14	1	1	-0.4	-7	14	-3
O=C(O)CNC(=S)N(Cc1ccc(F)cc1)C1CCCCC1	-2	0	-2	3	3	-2	-0.9	6	2	4
Cc1ccc(NC(=O)Nc2cccs2)nc1	-8	2	7	2	4	2	0.0	-2	17	-5
C=CCNc1nc2cc(-c3ccccc3C)sc2c(=O)n1C	3	0	2	6	9	-2	-0.1	4	-4	0
